MITF TRPM1 HTS = activators of MITF-driven TRPM1 promoter activity in SK-MEL-5 cells; 0.75% of 300,000 active; SK-MEL-5 TRPM1-promoter luciferase, 24 h; % of positive control, neutral wells = 0; activation, % at 12.5 µM;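 active means mean activation of at least 80% with every replicate also reaching 80%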;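 further: 0% = neutral control wells and 100% = parthenolide positive control wells; values of inactives mirror those of a sister screen read the other way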
CDK5 p35 inh = inhibitors of human CDK5/p35 kinase. Q00535+Q15078. Recombinant CDK5/p35, ADP-Glo luminescence, 60 min. AID 488839. inhibition, % at 10 µM. 0.01% of 330,000 active;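 active means highest replicate inhibition of at least 50% and at least 75% of replicates reaching 50%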;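 further: plate controls were DMSO neutral control for no effect and GW8510 at 10 µM for full effect; many of its hits are not listed in these tables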
SR-BI uptake up = activators of SR-BI mediated HDL lipid uptake. CHO ldlA[mSR-BI] cells, DiI-HDL uptake fluorescence, 3 h; 100 = double the neutral-control signal. activation, % at 12.5 µM. 0.096% of 320,000 active. AID 504775;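 active means mean replicate activation of at least 60% and every replicate at or above 60%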;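 further: 0% = median plate neutral-control signal and 100% = twice that signal; values of inactives mirror those of a sister screen read the other way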
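Test system: SR-BI-overexpressing, LDLR-lacking CHO cells. Measured by: DiI fluorescence, bottom read. Medium: Ham's F12 with 0.5% BSA, HEPES 25 mM, pH 7.4. Timing: 3 h uptake period with compound, 37 °C.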
SR-BI HDL uptake = inhibitors of mouse SR-BI mediated HDL lipid uptake; ldlA[mSR-BI] CHO cells, DiI-HDL uptake fluorescence, 3 h; inhibition, % at 12.5 µM; 0.96% of 320,000 active; AID 488896;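 active means mean replicate inhibition of at least 70% and a set share of replicates each scoring 70 or more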;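 further: 0% = median of neutral control wells and 100% = median of positive control wells; values of inactives mirror those of a sister screen read the other way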
Target sequence (Q61009 whole entry, looked up): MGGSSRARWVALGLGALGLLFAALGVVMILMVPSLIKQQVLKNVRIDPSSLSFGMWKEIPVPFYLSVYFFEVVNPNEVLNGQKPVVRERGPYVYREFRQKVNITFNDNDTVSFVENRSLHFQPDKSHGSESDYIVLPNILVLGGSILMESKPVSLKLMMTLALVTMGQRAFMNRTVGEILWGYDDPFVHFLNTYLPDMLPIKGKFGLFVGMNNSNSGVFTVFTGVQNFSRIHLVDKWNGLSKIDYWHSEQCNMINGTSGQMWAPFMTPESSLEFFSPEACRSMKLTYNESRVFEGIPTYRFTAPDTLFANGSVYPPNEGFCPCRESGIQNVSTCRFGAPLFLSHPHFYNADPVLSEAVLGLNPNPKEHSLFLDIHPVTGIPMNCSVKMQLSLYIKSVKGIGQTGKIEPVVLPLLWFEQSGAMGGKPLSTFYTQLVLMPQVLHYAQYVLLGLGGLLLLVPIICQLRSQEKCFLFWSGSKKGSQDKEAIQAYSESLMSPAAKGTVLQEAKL
HTR5A ag = counter-screen for OPRM1-OPRD1 agonists: human HTR5A agonism | P47898 | HTR5A agonist assay, luminescence, cell-based | activation, % at 9.3 µM | 0.61% of 340,000 active; in the data active means activation mostly above about 9.5%, no sharp cut-off; inactive means mostly below about 7.6%;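 further: 0% = cells with vehicle only and 100% = reference agonist; strong numbers were not always called active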
Target sequence (P47898 whole entry, looked up): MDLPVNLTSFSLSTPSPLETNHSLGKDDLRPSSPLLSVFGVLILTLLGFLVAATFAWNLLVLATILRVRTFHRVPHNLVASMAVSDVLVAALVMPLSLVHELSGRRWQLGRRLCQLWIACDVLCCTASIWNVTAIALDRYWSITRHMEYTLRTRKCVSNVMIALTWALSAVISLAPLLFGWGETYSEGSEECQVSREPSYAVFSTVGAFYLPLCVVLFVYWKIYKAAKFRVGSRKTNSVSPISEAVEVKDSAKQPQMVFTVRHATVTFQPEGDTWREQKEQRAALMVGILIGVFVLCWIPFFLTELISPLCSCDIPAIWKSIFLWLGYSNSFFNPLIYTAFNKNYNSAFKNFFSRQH
cardiac RTF act = increases calcium sensitivity of human cardiac regulated thin filaments | 0.24% of 340,000 active | activation, % at 7.2 µM | IANBD-labeled TnC RTF fluorescence at EC20 calcium; 0% EC20 calcium, 100% full calcium | P19429+P45379 | AID 493008;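 active means activation above the mean over all tested compounds plus 3 SD, cut at about 30% in these data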;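 further: rise in fluorescence read as greater calcium sensitivity of cardiac thin filaments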
Rtt109 Vps75 = inhibitors of Candida albicans Rtt109/Vps75 histone acetyltransferase. Q5AAJ8. purified Rtt109/Vps75, ThioGlo CoA-SH fluorescence, 4 h. inhibition, % at 34.9 µM. 0.16% of 330,000 active. AID 540336;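 active means inhibition of at least 50% in every replicate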
dFosB act = mouse delta FosB homodimer activation; P13346; purified delta FosB, TAMRA-CDK5 oligo fluorescence polarization; percent of positive-control signal above neutral wells; 0.99% of 340,000 active; activation, % at 25 µM;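 active means mean activation above about 17%, with every replicate also reaching it, limit read from the data, passing the limit was not always enough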;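 further: fluorescence polarization rise as delta FosB binds a TAMRA Cdk5 AP-1 oligo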
PvdQ acylase = blocks Pseudomonas aeruginosa PvdQ acylase activity. purified PvdQ acylase, fluorescence plate reader. inhibition, % at 10 µM. 0.063% of 340,000 active; in the data active means inhibition above about 30%, passing the limit was not always enough;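 further: 0% = vehicle neutral wells and 100% = reference inhibitor wells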
Wnt act = Wnt/beta-catenin pathway activation; activation, % at 9.35 µM; AID 743398; 1.2% of 300,000 active; Wnt/beta-catenin reporter cell assay, activator, plate reader; in the data active means activation above about 30%, passing the limit was not always enough;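 further: 0% = neutral control wells and 100% = positive control wells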
Numbers without * were called inactive; . = no result given.

SMILES	MITF TRPM1 HTS	CDK5 p35 inh	SR-BI uptake up	SR-BI HDL uptake	HTR5A ag	cardiac RTF act	Rtt109 Vps75	dFosB act	PvdQ acylase	Wnt act
COCCn1c(C)cc(/C=C2/SC(=O)N(C(C)C(=O)OC)C2=O)c1C (configuration not stated)	97*	-3.3	-25	25	-4	8	4	0	-4	-2
Cc1cc(C(=O)Nc2ccccc2)oc1C	113*	-1.6	-20	20	-1	11	-37	0	-15	.
Cc1ccccc1CN1CCN(S(=O)(=O)c2cccc3nsnc23)CC1	-2	-1.0	6	-6	3	-3	4	-8	6	0
CCO[C@@H]1OC(C(=O)NCc2ccccc2)=C[C@H](c2ccccc2)[C@H]1CCCO	6	2.7	15	-15	-3	-2	4	-2	-1	-3
CCOC(=O)c1ccc(N=Cc2nc(-c3ccccc3)oc2OC(C)=O)cc1	-15	1.9	.	.	-1	-2	1	-12	-9	.
COC(=O)/C(=C\c1cc(OC)c(OC)c(OC)c1)c1nc2ccccc2[nH]1	-4	-2.4	6	-6	0	4	7	-6	-8	0
CN1C(=O)C2(C(C#N)=C(N)Oc3c2oc(CO)cc3=O)c2ccccc21 (configuration not stated)	9	0.3	-6	6	-3	1	-3	-3	-15	-1
CCCCCCCNc1cccc(C)c1	.	-0.6	7	-7	0	5	-1	-4	-3	3
O=C(CCCN1C(=O)c2ccccc2C1=O)Nc1cccnc1	4	-0.6	9	-9	2	5	-6	3	14	.
Cc1ccc(S(=O)(=O)N2CCCCC2)cc1NC(=O)COC(=O)c1c(F)cccc1F	2	-1.8	-3	3	2	2	-2	-13	2	-2
CC1(C)Cc2c(sc3c2c(=N)n(Cc2ccco2)c(=O)n3CC(=O)Nc2cccc(Cl)c2)CO1	-9	-0.3	-3	3	5	1	9	-15	-3	.
COc1ccc(C(=O)/C=C2\NCCc3cc(OC)c(OC)cc32)cc1OC	3	0.1	-42	42	-1	11	3	-5	-5	-1
O=C(CN1C(=O)c2cccnc2Oc2ccc(Cl)cc21)NCCC1=CCCCC1	-2	1.4	-14	14	-1	-2	-13	-8	-12	-1
NC(=O)C1CCN(CC(=O)Nc2cccnc2Cl)CC1	-5	1.4	.	.	-2	7	-8	-1	-8	18
CCCC(C(=O)NC(C)(C)C)N(CC1CCCO1)C(=O)CNS(=O)(=O)c1ccc(F)cc1 (configuration not stated)	9	0.8	10	-10	1	-2	-2	-12	-7	-2
O=C(NCCc1ccc2c(c1)OCCO2)c1cc(S(=O)(=O)N2CCCC2)ccc1Br	-9	-0.3	-8	8	8	-4	2	-3	4	-1
COc1ccc(/C=N/NC(=O)COc2cc(C)cc(C)c2)cc1COC(C)=O	-7	0.8	41	-41	3	2	9	-4	5	0
Cc1ccc(S(=O)(=O)N2CCN(C(=O)CN3C(=O)NC4(CCCCC4)C3=O)CC2)c(C)c1	-4	0.0	11	-11	4	-5	21	-8	-2	-1
N#Cc1ccc(NCC(=O)N2CCN(S(=O)(=O)c3ccccc3)CC2)cc1	1	-4.8	-3	3	1	-4	-12	-4	-14	-4
Cn1nc(C(C)(C)C)cc1C(=O)NNC(=O)c1ccc(C(F)(F)F)cc1	-10	0.1	-2	2	-2	4	-1	2	-17	-3
CCCc1nnc(NC(=O)C2CCN(C(=O)C3CC(=O)N(c4ccc(C)cc4)C3)CC2)s1 (configuration not stated)	4	1.1	-14	14	1	0	-8	-6	-5	3
COc1ccc(-c2csc(NC(=O)C3CC(=O)N(Cc4ccco4)C3)n2)cc1 (configuration not stated)	-1	-5.0	-51	51	3	6	4	-4	24	1
O=[N+]([O-])c1cc(S(=O)(=O)C(F)(F)F)ccc1NCC1CCCO1 (configuration not stated)	4	-3.8	16	-16	-5	1	4	-8	-9	-1
COC(=O)c1cc([N+](=O)[O-])c(-n2cncn2)c([N+](=O)[O-])c1	-31	1.0	23	-23	-1	1	-13	2	-10	-3
N#CCOC(=O)C1CSC2(c3ccc(Br)cc3)CCC(=O)N12 (configuration not stated)	-22	-3.0	13	-13	-3	-2	-4	2	-9	0
COC(=O)C[C@H]1c2cc(F)ccc2S(=O)(=O)N1c1ccccc1	5	-0.3	4	-4	11	-8	3	-7	12	-1
Cc1ccc2nc(S(=O)(=O)O)[nH]c2c1	-4	-3.8	9	-9	-1	2	-11	4	-14	.
CCN(CC)C(=S)Nc1ccc(C(=O)OC)cc1	6	-5.9	10	-10	1	-6	.	4	-14	0
Cn1cc(CN2CCC(C(=O)N3CCCCC3)CC2)c(-c2ccccc2F)n1	2	4.1	30	-14	4	5	2	4	7	-1
CCn1c2ccccc2c2cc(NC(=O)CSc3nccc(=O)[nH]3)ccc21	3	0.3	-12	12	-3	-1	-1	-15	-15	0
Cn1cc(-c2ccccc2C(=O)O)c(=O)c2ccccc21	-8	1.9	-3	3	-2	3	2	0	-11	0
O=S1(=O)N[C@@H](CC2CCCCC2)COc2cc(Br)ccc21	-6	2.0	38	-38	1	-5	-2	3	-1	-4
N#CC(C(=O)NC1CCCCC1)c1nc2ccccc2nc1N1CCN(c2ccccc2F)CC1 (configuration not stated)	.	-0.3	-10	10	4	0	-9	-7	5	8
Cn1cc([N+](=O)[O-])c(C(=O)Nc2ccc(C(=O)N3CCCCC3)cc2)n1	-8	0.3	39	-39	0	-7	3	6	-5	-1
Cc1cc(C)n2nc(SCC(=O)N3CCN(c4ccccc4)CC3)nc2n1	-13	0.5	1	-1	1	-2	-4	7	-10	-2
CCN1CCCC1CNC(=O)C(=O)Nc1ccccc1OC (configuration not stated)	11	-0.2	-16	16	2	-4	1	-2	-3	.
O=C(NCc1c[nH]c2ccccc12)c1ccccc1	-3	1.7	2	-2	-1	2	-2	-2	-12	5
COc1ccc(NC(=O)c2ccccc2SC)c(OC)c1	11	-0.1	-61	61	-3	-3	-12	-5	-10	5
CC(=O)Nc1ccc(NC(=O)CSc2ccc3nnc(CCNS(=O)(=O)c4ccc(C)cc4)n3n2)cc1	-6	-0.3	20	-20	6	-5	26	-1	3	-2
COc1ccc(C(=O)OCCN2CCCCC2)cc1	7	-1.2	5	-5	-2	5	-3	-6	-10	0
COc1ccc(CNC(=O)C2CCCN(S(=O)(=O)c3c(C)nn(C)c3C)C2)cc1 (configuration not stated)	-5	-0.1	.	.	0	2	-3	0	-8	-1
NC(=O)c1c(NC(=O)CN2CCCC2)sc2c1CCCC2	38	-0.5	-11	11	9	-1	-5	2	2	.
CCOc1cccc(/C=C/c2ccc3cccc(O)c3n2)c1OC	10	-0.8	-24	24	-15	-2	-1	-3	22	40*
CC(C(=O)Nc1ccc2c(c1)OCCO2)N(C)CC(=O)Nc1ccccc1Br (configuration not stated)	9	-0.7	-11	11	5	3	-4	-6	-5	-4
COc1cccc(/C=N/NC(=O)CSc2ccccc2C)c1O	-13	.	-4	4	2	-1	0	-11	13	-10
CCOC(=O)C1=C(C)NC(=O)NC1c1cc(C)sc1C (configuration not stated)	.	-0.9	12	-12	-1	-2	-8	0	-7	-2
O=C(NCCOC(=O)c1ccccc1)c1ccccc1	10	-0.5	1	-1	2	-3	-8	0	-10	-1
CC(C)=C1C2CC2C2C(C(=O)O)C12 (configuration not stated)	2	-0.7	-4	4	5	-8	-12	2	-1	-5
COc1ccccc1NC(=O)NC1(C(=O)N2CCCCCC2)CCCCC1	1	-0.7	-1	1	5	2	7	-3	-7	-5
CCOc1ccc(-c2nn[nH]n2)cc1	.	1.3	8	-8	1	9	2	4	-16	17
Going on with the list.
SMILES	MITF TRPM1 HTS	CDK5 p35 inh	SR-BI uptake up	SR-BI HDL uptake	HTR5A ag	cardiac RTF act	Rtt109 Vps75	dFosB act	PvdQ acylase	Wnt act
CCCc1cc(=O)oc2cc(C)cc(OCC(=O)NC(Cc3c[nH]c4ccc(O)cc34)C(=O)O)c12 (configuration not stated)	4	-0.2	-4	4	1	9	5	-15	-5	-2
O=C1NC(=S)S/C1=C\c1cc(Cl)cc(Cl)c1O	-6	-3.2	-7	7	0	3	-2	2	0	-3
CCc1nnc(NC(=O)CN2CCN(C3CCCCC3)CC2)s1	-9	4.8	23	-23	-5	1	0	6	9	-15
Cn1c(=Nc2ccc(N3CCOCC3)cc2)ccc2ccccc21	10	-0.2	1	-1	0	6	0	-4	-11	0
CC(NC(=O)Cn1c(NCCO)nc2ccccc21)C1CC2CCC1C2 (configuration not stated)	0	-0.2	-24	24	.	-1	.	-8	5	-1
Cc1nc(C(=O)Nc2ccccc2)sc1C1(C)CC(c2cccnc2)=NO1 (configuration not stated)	53	-0.4	-26	26	4	-6	-5	-10	-10	22
CC1CCCC(NC(=O)C2N(CCCN3CCCC3)C(=O)C3C(C(=O)Nc4cccc(Cl)c4)C4C=CC32O4)C1C (configuration not stated)	14	-0.2	.	.	-3	2	13	-8	0	-1
CN(Cc1ccccc1)C(=O)c1ccco1	-4	1.0	2	-2	0	7	-10	-2	-8	1
Cc1nc2ccccc2c(=O)n1-c1ccc(F)c(NS(=O)(=O)c2ccccc2F)c1	-3	-1.9	7	-7	4	6	6	-4	-2	1
CC1CCN(c2ncnc3c2cnn3Cc2ccc(Cl)cc2)CC1	-5	0.7	-20	20	5	9	5	-13	-10	-4
C=CCOc1c(Br)cc(CNc2ccc(NC(=O)C(C)C)c(OC)c2)cc1OC	-19	-0.3	-61	61	6	-1	-15	-18	-7	.
CC[n+]1c(/C=C/c2ccc(OC)c(OC)c2)ccc2ccccc21	.	-1.1	2	-2	2	0	3	-6	-1	8
O=S(=O)(CC(CN1CCOCC1)N1CCOCC1)c1ccccc1 (configuration not stated)	-5	0.5	5	-5	-2	-4	9	2	4	.
CN(C)CCNC(=O)c1ccc2c(=O)n(Cc3ccc(Cl)cc3)c(=S)[nH]c2c1	19	1.1	20	-20	2	-7	-10	-76	-27	-2
Cc1ccc(NC(=O)c2cc(-c3cccs3)nc3ccccc23)nc1	0	-1.1	.	.	2	0	-9	-8	-7	8
COc1cc2c(cc1OC)CN(C(=S)Nc1ccc(C)cc1C)CC2	13	0.0	-9	9	0	-2	1	1	-8	0

Record cards, as listed above. Values in the order: MITF TRPM1 HTS | CDK5 p35 inh | SR-BI uptake up | SR-BI HDL uptake | HTR5A ag | cardiac RTF act | Rtt109 Vps75 | dFosB act | PvdQ acylase | Wnt act
Shown for O=C(NCCc1ccc2c(c1)OCCO2)c1cc(S(=O)(=O)N2CCCC2)ccc1Br → -9 | -0.3 | -8 | 8 | 8 | -4 | 2 | -3 | 4 | -1
Shown for O=C(CN1C(=O)c2cccnc2Oc2ccc(Cl)cc21)NCCC1=CCCCC1 → -2 | 1.4 | -14 | 14 | -1 | -2 | -13 | -8 | -12 | -1
Shown for COC(=O)/C(=C\c1cc(OC)c(OC)c(OC)c1)c1nc2ccccc2[nH]1 → -4 | -2.4 | 6 | -6 | 0 | 4 | 7 | -6 | -8 | 0
Shown for CN(C)CCNC(=O)c1ccc2c(=O)n(Cc3ccc(Cl)cc3)c(=S)[nH]c2c1 → 19 | 1.1 | 20 | -20 | 2 | -7 | -10 | -76 | -27 | -2
Shown for Cn1cc(-c2ccccc2C(=O)O)c(=O)c2ccccc21 → -8 | 1.9 | -3 | 3 | -2 | 3 | 2 | 0 | -11 | 0

Source: PubChem
